# Compound activity from PubChem.
# ADAM17 inh = ADAM17 inhibitors, primary screen, biochemical, QFRET. inhibition, % at 6.95 µM. recombinant ADAM17, EDANS/DABCYL FRET peptide cleavage. 0.83% of 370,000 active. AID 720648, 2013;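 active = inhibition above the mean of compounds lying between control limits plus 3 SD, set per campaign, cut at about 8.5% in these data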;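 note: 0% = DMSO-only wells as the low control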
# Target sequence (P78536 215-824 limits assumed): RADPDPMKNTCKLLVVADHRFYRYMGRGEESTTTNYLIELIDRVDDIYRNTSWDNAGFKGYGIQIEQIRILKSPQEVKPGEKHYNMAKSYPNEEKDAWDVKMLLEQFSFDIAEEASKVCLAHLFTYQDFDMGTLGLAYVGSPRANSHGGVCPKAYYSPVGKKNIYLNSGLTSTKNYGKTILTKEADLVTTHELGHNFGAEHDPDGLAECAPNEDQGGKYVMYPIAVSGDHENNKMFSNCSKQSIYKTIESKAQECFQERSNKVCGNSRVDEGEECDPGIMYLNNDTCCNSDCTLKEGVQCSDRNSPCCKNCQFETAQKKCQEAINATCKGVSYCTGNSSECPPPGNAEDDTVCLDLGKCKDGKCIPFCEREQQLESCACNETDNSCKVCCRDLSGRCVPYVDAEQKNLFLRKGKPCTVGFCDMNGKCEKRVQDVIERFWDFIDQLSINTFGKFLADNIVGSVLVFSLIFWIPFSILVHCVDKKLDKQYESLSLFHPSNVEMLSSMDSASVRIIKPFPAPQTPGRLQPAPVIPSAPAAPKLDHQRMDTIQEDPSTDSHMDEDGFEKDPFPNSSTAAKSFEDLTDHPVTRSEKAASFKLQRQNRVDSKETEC
# ADAM10 inh = human ADAM10 inhibitors, primary screen, biochemical, QFRET, HTS. inhibition, % at 7 µM. 0.62% of 370,000 active. recombinant ADAM10, EDANS/DABCYL FRET peptide cleavage, 3 h;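 active = inhibition above a per-campaign cutoff equal to the mean of compounds falling between control-based bounds plus 3 SD, cut at about 20% in these data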;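 note: 0% = DMSO wells while the 100% control is not disclosed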
# ssDAF-12 act = S. stercoralis DAF-12 nuclear receptor activators, primary screen, cell-based, luminescence, HEK293, GRIP1 co-expression, lit1-tk-luc; Nuclear hormone receptor DAF-12 (Strongyloides stercoralis); HEK293 ssDAF-12/GRIP1 lit1-tk-luc reporter; % of 3 µM dafachronic acid response; activation, % at 6.8 µM; 1% of 370,000 active; AID 652126, 2013;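 active = activation above the mean over all tested compounds plus 3 SD, cut at about 0.9% in these data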;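 note: 0% = DMSO-only wells and 100% = 3 µM delta7-dafachronic acid wells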
# DAX1 inh-1 = DAX1 (NR0B1) inhibitors on StAR promoter, primary screen, cell-based, luminescence, SF-1 (NR5A1), full-length DAX-1 | inhibition, % at 6.8 µM | HEK293T StAR-luciferase reporter, SF-1/DAX-1 repression relief | 1.1% of 370,000 active | AID 652010, 2013;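 active = inhibition above the mean over all tested compounds plus 3 SD, cut at about 3.6% in these data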;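 note: 0% = DAX-1 cells with DMSO and 100% = cells lacking DAX-1 with DMSO; higher inhibition means more luminescence from relief of DAX-1 repression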
# hgDAF-12 ag = H. glycines DAF-12 receptor agonists, primary screen, cell-based, luminescence, HEK293, GAL4 fusion, UAS-luciferase; Nuclear hormone receptor DAF-12 (Heterodera glycines), GAL4 fusion; HEK293 GAL4-hgDAF12 UAS-luciferase reporter, agonist luminescence; normalized to butyrate control; activation, % at 6.8 µM; 1.8% of 370,000 active;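 active = activation above a cutoff set at the mean of all screened compounds plus 3 SD, cut at about 10% in these data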;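 note: 0% = DMSO wells and 100% = sodium butyrate wells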
# PG9 Ab binder = binders of HIV-1 gp120 antibody PG9, primary screen, biochemical, TR-FRET | HIV-1 gp120 / PG9 antibody interaction | TR-FRET gp120-PG9 antibody binding | inhibition, % at 6.7 µM | 0.43% of 360,000 active | AID 624416, 2012; in the data active = inhibition above about 8.5%
# GAA850 FXN act = FXN promoter activators, primary screen, cell-based, luciferase luminescence, HEK293 lucGAA850 | activation, % at 6 µM | HEK293 lucGAA850 FXN promoter luciferase reporter, 24 h; percent of 10 µM SAHA response | 0.56% of 360,000 active;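 active = activation above the average of all compounds screened plus 3 SD, cutoff fixed separately per campaign, cut at about 7.5% in these data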;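 note: 0% = DMSO wells and 100% = 10 µM SAHA wells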
# DAX1 inh-2 = DAX1 (NR0B1) inhibitors, primary screen, cell-based, HEK293, Gal4-DAX1, luciferase luminescence. Nuclear receptor subfamily 0 group B member 1 (Homo sapiens), P51843. HEK293 Gal4-DAX1 luciferase reporter. inhibition, % at 6.75 µM. 0.99% of 340,000 active. AID 504766, 2011;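 active = inhibition above the mean over all tested compounds plus 3 SD, cut at about 4.2% in these data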;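 note: 0% = DAX1-transfected cells with DMSO and 100% = empty-vector control cells with DMSO; inhibition shows as a rise in luminescence from relieved DAX1 repression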
# Target sequence (P51843 207-470 limits assumed): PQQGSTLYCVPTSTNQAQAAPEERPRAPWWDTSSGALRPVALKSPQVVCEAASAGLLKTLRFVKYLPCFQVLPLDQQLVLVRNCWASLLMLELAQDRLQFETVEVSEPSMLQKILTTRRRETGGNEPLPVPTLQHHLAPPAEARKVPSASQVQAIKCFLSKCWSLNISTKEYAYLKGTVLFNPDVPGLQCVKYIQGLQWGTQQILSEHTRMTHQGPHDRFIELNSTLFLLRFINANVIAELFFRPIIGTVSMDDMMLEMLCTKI
# hcDAF12 agonist = H. contortus DAF-12 nuclear receptor activators, primary screen, cell-based, luminescence, HEK293, lit1-tk-luc reporter. AID 652067, 2013. 1.4% of 370,000 active. activation, % at 6.8 µM. HEK293 hcDAF-12 lit1-tk-luc reporter; 0% DMSO, 100% Δ7-dafachronic acid;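 active = activation above the mean of all tested compounds plus 3 SD, cut at about 5.5% in these data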;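 note: 100% = response to 3 µM Δ7-dafachronic acid high control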
# SMARCA2 activ = SMARCA2 (BRM) function activators, primary screen, cell-based, luminescence, high throughput; AID 652017, 2013; activation, % at 9.1 µM; MG213 cells, MMTV-luciferase reporter, dexamethasone, overnight; 1% of 370,000 active; in the data active = activation above about 7.8%;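 note: 0% = vehicle wells and 100% = reference activator wells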
# GC-A act = GC-A stimulated cGMP production enhancers – HEK293 GC-A cells, cGMP TR-FRET, EC30 ANP, primary screen. 0% at EC30 ANP, 100% saturating ANP. activation, % at 10 µM. 0.14% of 370,000 active; in the data active = activation above about 40%
# An asterisk follows results filed as active; i = inactive; x = not tested or not shown. Compounds were not picked by outcome, and some 6.8% of all compounds hit somewhere here.
compound,GC-A act,hgDAF-12 ag,SMARCA2 activ,ADAM17 inh,DAX1 inh-1,ssDAF-12 act,DAX1 inh-2,ADAM10 inh,hcDAF12 agonist,GAA850 FXN act,PG9 Ab binder
O=C(O)c1cccc(NS(=O)(=O)c2cccc3nsnc23)c1,-2,-1.6,1,-3,0.8,-1.2,0.3,-4,1.4,-1.7,-1.3
COc1ccc(NS(=O)(=O)c2cccc(NC(=O)COc3ccccc3[N+](=O)[O-])c2)cc1,-20,-1.9,0,-3,-2.8,-1.6,0.6,-12,-4.5,-0.4,0.8
COc1ccccc1Cn1c(=S)[nH]c2cc(C(=O)N3CCN(c4ccccc4OC)CC3)ccc2c1=O,-1,-1.2,-2,-2,0.3,-1.1,0.4,3,-1.0,0.1,0.3
CCN(CC(=O)Nc1c(F)cccc1F)C(=O)c1ccc2c(c1)C(=O)N(c1ccccc1C)C2=O,0,1.0,-1,-2,1.1,-0.9,0.1,-6,-0.9,-0.5,-0.7
COc1ccc(CNCC#CC2=CCCCC2)c(OC)c1,-1,2.5,1,2,0.6,-0.7,x,3,-0.6,x,x
O=C(CSc1nnc(-c2ccc(F)cc2)o1)NC1CCCCC1,4,-1.1,-5,-3,0.6,-1.8,1.3,-2,-1.8,-0.9,0.5
Cc1ccc(C(C)C)c(OCC(=O)OCc2c(C)noc2C)c1,1,2.4,0,-3,-0.2,-0.7,0.4,1,-1.1,0.9,-1.3
CN(C)/C=C(\C(=O)c1cccc(Cl)c1)c1nnnn1-c1ccccc1,-3,-0.9,-3,-1,0.3,-1.2,0.9,0,1.0,-1.1,-2.4
Nc1c(C(=O)O)sc2nc3c(cc12)CCCC3,0,1.1,-3,-5,0.2,0.9,x,-12,2.4,-0.8,-1.4
COc1ccc(-c2cn(-c3ccc(C)c(Cl)c3)c(=S)[nH]2)cc1OC,12,2.5,1,-2,-0.8,-1.1,-0.9,14,-3.6,1.1,-0.6
Nc1c(C(=O)NC2CCCC2)sc2nc(-c3cccs3)ccc12,4,-0.4,-1,-102,-0.5,-1.0,-1.1,i,0.2,2.2,2.4
Clc1cccc(Nc2ncnc3ccc(Br)cc23)c1,10,0.4,-4,-2,-2.1,-1.6,0.3,-9,-0.4,-8.2,3.2
Fc1ccc(CNc2ccc(N3CCN(Cc4ccccc4)CC3)cc2)cc1,5,-3.5,-4,6,-1.1,-1.1,-1.4,1,-2.0,0.4,-2.0
COc1ccccc1NCCC(=O)OCC(=O)Nc1cc([N+](=O)[O-])ccc1F,-4,0.4,-5,-1,-1.3,-1.2,2.3,-3,1.6,1.1,0.2
COc1cc2c(cc1N/C=C(\C#N)c1nc(-c3ccccc3)cs1)oc1ccccc12,4,0.4,0,-2,-0.1,-0.8,1.1,4,1.8,1.7,2.7
CC(=O)[C@H]1CC[C@H]2[C@@H]3C=CC4=CC(=O)CC[C@@]4(C)[C@@H]3CC[C@]12C,3,-3.1,-7,-5,-0.9,-1.7,-1.6,-12,-3.4,2.7,-3.6
O=C(C1=C(O)C(=O)N(CC2CCCO2)C1c1ccccc1Cl)c1ccco1 (stereo not given),15,1.6,-3,0,0.4,-0.8,1.9,0,-1.4,2.6,6.8
COc1cc(F)c(C(=O)NC(C)(C)CO)cc1OC,0,2.3,1,1,-0.5,-1.2,0.8,-2,-2.4,5.5,0.5
COC(=O)C(Cc1cnc(Cl)s1)(C(=O)OC)c1ccc([N+](=O)[O-])cc1[N+](=O)[O-],-3,0.6,-3,-2,-0.9,-0.6,-0.6,-7,0.4,-1.0,-1.7
Cc1ccccc1NC(=O)c1cc2ccccn2n1,-2,19*,4,-4,3.3,0.9,1.9,-3,6.0*,4.0,1.4
Cc1ccc(S(=O)(=O)N2CCCC2)cc1C(=O)N1CCN(Cc2ccccc2)CC1,5,0.4,0,-1,0.4,-1.4,0.6,0,0.2,-0.2,-1.6
COc1ccccc1N(CC(=O)N/N=C/c1ccc(SC)cc1)S(C)(=O)=O,2,-0.2,-2,-10,0.2,-2.0,0.6,-41,-0.8,1.6,1.8
CC(C)N(C)Cc1nnnn1CC(=O)N(C)Cc1ccc(F)cc1,6,-0.5,-2,-3,0.1,-1.1,-0.5,-4,-0.1,1.0,-1.1
O=C(CN1C(=O)NC2(CCCCC2)C1=O)Nc1ccc(S(=O)(=O)N2CCOCC2)cc1,0,1.9,0,-5,-0.7,-1.3,0.1,-4,-2.2,0.6,0.5
O=C(CCN1CCN(CCO)CC1)Nc1ccccc1,6,0.6,-2,1,0.1,-1.2,-0.3,-6,-0.1,2.1,-1.7
O=C(NCc1ccc(Cl)cc1)C1CCN(C(=O)c2ccco2)CC1,-2,-4.0,-4,-3,0.6,-1.1,2.1,4,-3.2,3.1,1.4
CCCCNC(=O)C1CC(c2ccccc2[N+](=O)[O-])=NO1 (stereo not given),2,0.7,2,1,0.2,-0.1,0.4,-8,0.2,0.8,1.1
N#CC(=C=[N-])C1=C(C#N)C(c2ccccc2F)C([n+]2ccccc2)C(O)(C2CC2)N1 (stereo not given),-1,1.2,2,-14,1.4,-0.5,-0.1,-50,1.4,1.8,9.1*
O=C(NCC(=O)N1CCN(S(=O)(=O)c2cccs2)CC1)c1ccc(Cl)cc1,-6,-1.7,4,0,-0.3,-0.8,-0.3,2,-0.6,0.4,-3.5
Cn1c2ccccc2c2ncn(Cc3ccc(F)cc3)c(=O)c21,-1,0.6,-1,-12,-0.3,-1.4,-2.8,-27,-1.4,1.2,2.7
O=C1c2ccccc2/C(=C\c2ccc(Br)nc2)N1c1ccccc1,-20,1.9,0,-5,1.1,0.9,x,-19,1.4,x,0.5
O=C1NC(c2ccccc2)=C(c2ccc3ccccc3n2)C(c2ccncc2)N1 (stereo not given),-11,0.2,2,-10,0.1,0.1,-0.3,-26,3.4,0.3,-2.3
CC(C)(Oc1ccc(Cl)cc1)C(=O)OCC(=O)NCCc1ccc(S(N)(=O)=O)cc1,0,2.2,-2,0,-0.9,-1.1,1.1,-9,-0.2,0.1,-0.8
COc1cnc(N(C)C)nc1Sc1cccc(Cl)c1,-4,-1.7,-6,-16,-0.8,-1.2,0.5,-48,-1.2,3.6,0.1
O=c1cc(-c2ccccc2)oc2cccc(O)c12,0,4.2,0,-2,1.1,-0.1,4.9*,-13,-1.4,2.2,-0.8
Cc1cc(NCc2ccccn2)n2c(nc3ccccc32)c1C#N,14,0.9,-4,-93,0.4,-1.2,0.2,-288,0.1,-1.7,-0.2
Cc1nnc(SCC(=O)NC(C)(C)C)n1CCc1ccccc1,-4,0.8,-2,-6,0.2,-0.8,-1.3,-5,1.1,0.2,-0.7
Nc1ccc2c(c1)OC1(CCCC1)O2,-2,-16,-7,-7,-6.1,-3.8,-3.0,-36,-7.5,-12,-0.9
C=CCC(C#N)(c1ccc(OC)c(OC)c1)c1cnccn1 (stereo not given),2,-1.2,3,-3,-0.2,-0.9,0.5,2,-0.9,1.9,-3.7
CC(=O)C1C(c2ccc(F)cc2)C2C(C)=NN=C2CC1(C)O (stereo not given),-1,-2.6,0,-3,1.0,-1.2,0.6,-1,-0.2,2.4,0.2
CC1(C)CC(=O)C(C(O)c2ccc([N+](=O)[O-])cc2)C(C)(C)N1 (stereo not given),-2,-0.1,0,-1,0.0,-1.0,-0.1,-1,0.9,3.1,-1.4
Cc1ccc(OCC(=O)OC(C)CN2CCCCC2)cc1 (stereo not given),3,-1.2,-3,0,0.3,0.8,0.7,-1,0.8,-0.7,2.7
Cc1cccc(C(C)C)c1NC(=O)CN1C(=O)NC(Cc2ccccc2)C1=O (stereo not given),2,0.5,-4,-2,0.5,-1.0,-0.4,-13,-0.7,0.5,-1.4
COc1ccc(NC(=O)CCN2CCN(S(=O)(=O)c3ccc(OC)cc3)CC2)cc1,-2,-1.7,0,-4,-0.6,-1.3,0.0,-2,-1.0,-1.8,0.0
CCc1ccc2[nH]cc(S(=O)(=O)c3ccc(C)c(C)c3)c(=O)c2c1,-2,-0.7,0,-1,-0.3,-1.1,0.4,7,1.2,0.2,0.9
CCOC(=O)C1=C(C)N(CCCCCC(=O)O)C(=O)NC1c1cccc([N+](=O)[O-])c1 (stereo not given),4,-0.2,0,-5,0.0,-1.2,1.4,-6,-1.1,0.3,0.2
O=C(Nc1ccc(Cl)cc1)c1ccncc1,-1,1.7,0,-3,0.1,-0.3,-0.5,3,-0.7,5.0,-1.8
COC(=O)CNS(=O)(=O)c1ccc(C)cc1,-2,1.5,-1,-6,-0.1,-0.6,-0.2,2,1.5,-0.6,-0.9
Cc1ccc2sc(N(CCCN(C)C)C(=O)c3ccc(S(=O)(=O)N(C)C)cc3)nc2c1C,-5,0.3,-2,-2,0.3,-1.8,-0.2,-5,0.0,0.5,-1.5
CSCC[C@H](NC(=O)C(C)(C)Oc1ccc(Cl)cc1)c1nc2ccccc2[nH]1,-10,1.4,-1,-2,-0.3,-1.4,0.4,4,-0.5,0.4,-1.8

# Arranged by value in PG9 Ab binder (low to high): 3 from the list above.
SMILES | PG9 Ab binder
CC(C)N(C)Cc1nnnn1CC(=O)N(C)Cc1ccc(F)cc1 | -1.1
COC(=O)CNS(=O)(=O)c1ccc(C)cc1 | -0.9
Cc1ccccc1NC(=O)c1cc2ccccn2n1 | 1.4

# Remaining list, next part.
compound,GC-A act,hgDAF-12 ag,SMARCA2 activ,ADAM17 inh,DAX1 inh-1,ssDAF-12 act,DAX1 inh-2,ADAM10 inh,hcDAF12 agonist,GAA850 FXN act,PG9 Ab binder
CC(=O)c1ccc(OCCn2c(SCC(=O)O)nc3ccccc32)cc1,1,8.9,6,-2,0.3,0.5,2.1,-11,6.4*,3.0,-1.9
CN1CCN(c2nc3c(c(=O)n(C)c(=O)n3C)n2Cc2ccccc2F)CC1,3,-0.7,-2,-4,0.0,-1.0,0.1,-7,-1.6,1.0,0.0
Cc1cc2c(c(=O)o1)C(C1C=CCCC1)C(C#N)=C(N)O2 (stereo not given),-1,-1.9,-2,-2,0.4,-1.8,-0.1,-12,-0.9,3.6,1.1
C=CCOc1ccc(C(=O)Nc2ncn[nH]2)cc1,1,2.6,1,-7,1.2,-0.6,1.4,-10,0.2,1.5,-1.2
OC(Cn1cccn1)c1ccccc1 (stereo not given),-2,-0.2,2,1,-0.1,-0.6,-0.8,1,1.8,1.4,-0.7
